Screens from PubChem.
EPAC1 antagonist = qHTS for Antagonist of cAMP-regulated guanine nucleotide exchange factor 3 (EPAC1): primary screen; Rap guanine nucleotide exchange factor 3 (Homo sapiens), O95398; EPAC1 GEF assay, Rap1b-BODIPY-GDP exchange fluorescence; Potency, µM (series often up to 115 µM), for inactives: top-dose activity change, negative = inhibition, actives largely listed as inhibitors; 360,000 compounds, 0.14% hits; AID 720709, 2013;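 further: potency means the concentration at half of the fitted maximal effect; plate controls were vehicle for no effect and positive control for full effect; nearly all actives have a fitted effect of over 50% in size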
Target sequence (O95398 whole entry, looked up): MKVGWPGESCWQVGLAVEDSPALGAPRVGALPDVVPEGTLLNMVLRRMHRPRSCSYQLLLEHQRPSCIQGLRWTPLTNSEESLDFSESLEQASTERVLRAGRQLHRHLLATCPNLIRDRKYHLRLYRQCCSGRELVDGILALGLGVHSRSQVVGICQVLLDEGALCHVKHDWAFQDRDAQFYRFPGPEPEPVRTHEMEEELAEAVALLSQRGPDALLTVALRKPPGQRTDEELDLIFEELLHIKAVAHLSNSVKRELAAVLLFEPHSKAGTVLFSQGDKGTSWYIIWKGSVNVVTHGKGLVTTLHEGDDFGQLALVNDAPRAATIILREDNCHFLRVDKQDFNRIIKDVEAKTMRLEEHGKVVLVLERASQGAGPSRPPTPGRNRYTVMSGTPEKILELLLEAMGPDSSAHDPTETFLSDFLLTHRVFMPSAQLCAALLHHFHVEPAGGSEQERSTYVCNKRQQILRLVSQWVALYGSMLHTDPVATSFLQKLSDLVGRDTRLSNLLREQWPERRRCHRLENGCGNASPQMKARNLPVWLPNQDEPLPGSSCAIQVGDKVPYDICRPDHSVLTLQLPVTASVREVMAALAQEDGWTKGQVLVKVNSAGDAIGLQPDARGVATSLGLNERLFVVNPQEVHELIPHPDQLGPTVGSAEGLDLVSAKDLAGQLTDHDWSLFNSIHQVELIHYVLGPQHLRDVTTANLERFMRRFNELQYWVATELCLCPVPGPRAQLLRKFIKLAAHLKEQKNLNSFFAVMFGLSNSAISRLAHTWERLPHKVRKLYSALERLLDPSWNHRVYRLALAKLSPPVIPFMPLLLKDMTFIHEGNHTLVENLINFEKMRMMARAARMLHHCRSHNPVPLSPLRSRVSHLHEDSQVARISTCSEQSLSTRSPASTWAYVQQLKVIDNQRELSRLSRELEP
PI5P4K alpha inh = qHTS for Inhibitors of phosphatidylinositol 5-phosphate 4-kinase (PI5P4K); max response, %; 330,000 compounds, 1.2% hits; AID 652105, 2013; PI5P4Kalpha enzyme, ADP-Glo luminescence, 60 min; active compounds read low; active means max response of -50% or lower; inconclusive means between -30% and -50%; inactive means -30% or higher; further: value at the top dose of about 77 µM; on the % scale 0 is the no-effect control and ±100 the full control effect
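qHTS, 1536-well: enzyme/substrate mix, compound by pin tool, 5 microM ATP final; RT 60 min; ADP-Glo reagents 1 (45 min) then 2 (30 min); luminescence.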
PLK1 PBD inh = qHTS for Inhibitors of PLK1-PDB (polo-like kinase 1 - polo-box domain): Primary Screen; 360,000 compounds, 2.8% hits; AID 720504, 2013; Serine/threonine-protein kinase PLK1 (Homo sapiens), P53350; Potency, µM, for the others: max response, negative = inhibition, hits mostly inhibitors; Plk1 PBD binding of FITC phosphopeptide, fluorescence polarization; further: potency means the concentration at half of the fitted maximal effect; series mostly up to about 57 µM; on the % scale 0 is the no-effect control and ±100 the full control effect; nearly all actives have a fitted effect of over 65% in size
EPAC1 agonist = qHTS for Agonist of cAMP-regulated guanine nucleotide exchange factor 3 (EPAC1): primary screen. Potency, µM (highest dose often 154 µM), for the others: at the top dose activation, hits mostly activators. 360,000 compounds, 0.073% hits. Rap guanine nucleotide exchange factor 3 (Homo sapiens), O95398. EPAC1 agonist qHTS, biochemical assay; response scale: 100% = response to 6.5 mM cAMP; further: potency means the concentration at half of the fitted maximal effect; nearly all actives have a fitted effect of over 60% in size
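EPAC1 100 nM, Rap1B–BODIPY-GDP 250 nM, unlabeled GDP 50 uM; compound titration; 5 min RT; kinetic read ex480/em540 at 5-min intervals ×30 min; data normalized to 6.5 mM cAMP agonist control.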
CCT modulator = High-Throughput Screening for Modulators of Cytosolic Chaperonin Activity; purified chaperonin ATPase assay, HTRF ADP detection, 30 min; activity change, % (no concentration beside the values), hits read low; 360,000 compounds, 0.3% hits; AID 651819, 2012; in the data active means activity change below about -30%; further: on the % scale 0 is the no-effect control and ±100 the full control effect
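First, chaperonin was dispensed at 40 nM or 20 nM final depending on batch activity. Next, compounds were pinned at 76 uM and ATP added at 10 uM. After 30 min at 37 °C, ADP detection reagents ran 30 min at ambient temperature.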
Mm-Cpn inhibitor = Inhibitors of TCP-1 ring complex (TRiC) of Methanococcus maripaludis (MmCpn): qHTS | Potency, µM (doses to about 76.9 µM), for inactives: at the top dose activity, negative = inhibition, usual class: inhibitors | 330,000 compounds, 0.031% hits | Chaperonin Mm-Cpn (Methanococcus maripaludis) | purified Mm-Cpn ATPase, ADP Transcreener TR-FRET; further: potency means the concentration at half of the fitted maximal effect; on the % scale 0 is the no-effect control and ±100 the full control effect; nearly all actives have a fitted effect of over 80% in size
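ATPase read-out: TR-FRET ADP immunoassay (anti-ADP Eu cryptate vs ADP-d2), ex 320 nm, em 590/665 nm; signal drops as ADP forms. Enzyme 25 nM, ATP 10 uM, 30 min at 37°C after 10 min compound preincubation.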
EPAC2 antag = qHTS for Antagonist of cAMP-regulated guanine nucleotide exchange factor 2 (EPAC2): primary screen | Rap guanine nucleotide exchange factor 4 (Homo sapiens), Q8WZA2 | EPAC2 GEF exchange of Rap1B-BODIPY-GDP, fluorescence | Potency, µM (doses to about 114 µM), for inactives: at the top dose activity, negative = inhibition, hits mostly inhibitors | 360,000 compounds, 0.18% hits | AID 720708, 2013; further: potency means the concentration at half of the fitted maximal effect; on the % scale 0 is the no-effect control and ±100 the full control effect; nearly all actives have a fitted effect of over 45% in size; many of its hits are not listed in these tables
WRN inhibitor = qHTS for Inhibitors of WRN Helicase | Potency, µM (series often up to 114 µM), without a hit: at the top dose activity change, negative = inhibition, hits mostly inhibitors | 360,000 compounds, 0.46% hits | Bifunctional 3'-5' exonuclease/ATP-dependent helicase WRN (Homo sapiens), Q14191 | WRN helicase unwinding, fluorescent forked duplex, kinetic | AID 651768, 2012; further: potency means the concentration at half of the fitted maximal effect; on the % scale 0 is the no-effect control and ±100 the full control effect; nearly all actives have a fitted effect of over 55% in size
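WRN at 20 nM final preincubated with compound 15 min at room temperature; reaction started with 100 nM fluorophore/quencher forked duplex oligonucleotide and 2 mM ATP final. Unwinding followed kinetically by red fluorescence (ex 525, em 598 nm).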
Numbers without * were called inactive; [ ] = remark or other dose. Unless noted, the call rests on the fitted dose curve; in most records, active means well fitted curve in the direction sought with a large enough effect; inconclusive means small, poorly fitted or top-dose-only effect, or another doubt; inactive means no such curve, though single readings can be large; an effect the other way counts as inactive or inconclusive. The list is partial; count on the stated rates, not on these rows.

`CCOC(=O)c1ccc(NC(c2ccc(N(C)C)cc2)P(=O)(OC(C)C)OC(C)C)cc1` (stereo not given) gave EPAC1 antagonist -19%, PI5P4K alpha inh 0, PLK1 PBD inh 2%, EPAC1 agonist -3%, CCT modulator 1.1, Mm-Cpn inhibitor -1%, EPAC2 antag -10% and WRN inhibitor -1%.
For O=C(OCc1ccccc1)C1CCCN1C(=O)c1ccccc1[N+](=O)[O-] (stereo not given) the results were EPAC1 antagonist 5%, PLK1 PBD inh -6%, EPAC1 agonist 2%, CCT modulator -1.4, Mm-Cpn inhibitor 2%, EPAC2 antag 1% and WRN inhibitor 5%.
Screening Cc1cc(C(=O)NCc2ccccc2F)cs1 returned EPAC1 antagonist 11%, PLK1 PBD inh -7%, EPAC1 agonist 5%, CCT modulator -2.2, Mm-Cpn inhibitor 0%, EPAC2 antag 0% and WRN inhibitor 11%.
For NC(=O)c1ccc(NC(=O)CN2CCN(S(=O)(=O)c3ccc4c(c3)OCCO4)CC2)cc1 the results were EPAC1 antagonist -10%, PI5P4K alpha inh -5, PLK1 PBD inh -12%, EPAC1 agonist -5%, CCT modulator -1.5, Mm-Cpn inhibitor 1%, EPAC2 antag 2% and WRN inhibitor -3%.
Screening CCOC(=O)c1c(C)nc2sc3c(c2c1-c1ccc(OC)cc1)NC(c1ccccc1)NC3=O (stereo not given) returned EPAC1 antagonist 9%, PI5P4K alpha inh -5, PLK1 PBD inh 4%, EPAC1 agonist 3%, CCT modulator 1.0, Mm-Cpn inhibitor 1%, EPAC2 antag -11%[57.1 µM] and WRN inhibitor -5%.
Screening Cc1ccc(NC(=S)NCCC(c2ccccc2)c2ccccc2)c(C)c1 returned EPAC1 antagonist -16%, PI5P4K alpha inh -2, PLK1 PBD inh -1%, EPAC1 agonist -3%, CCT modulator -3.4, Mm-Cpn inhibitor 4%, EPAC2 antag -5% and WRN inhibitor 0%.
For CC1Cc2[nH]c(=S)[nH]c(=O)c2C(c2ccc(F)cc2)O1 (stereo not given) the results were EPAC1 antagonist 4%, PI5P4K alpha inh -4, PLK1 PBD inh 0%, EPAC1 agonist 0%, CCT modulator 1.3, EPAC2 antag 7% and WRN inhibitor 0%.
Screening O=C(NNC(=O)c1cccc(-n2cccc2)c1)c1ccccc1 returned EPAC1 antagonist 7%, PI5P4K alpha inh 0, PLK1 PBD inh -8%, EPAC1 agonist -1%, CCT modulator -0.6, Mm-Cpn inhibitor 1%, EPAC2 antag -9% and WRN inhibitor 7%.
CCOC(=O)c1c(C)n(-c2ccc(C)cc2)c2c(CC(C)=O)c(Br)c(OC)c(O)c12 was read as EPAC1 antagonist -4%, PI5P4K alpha inh -3, PLK1 PBD inh 2%, EPAC1 agonist 6%, CCT modulator -0.8, Mm-Cpn inhibitor 2%, EPAC2 antag -3% and WRN inhibitor -3%.
For CSc1nc2[nH]c3c(c2c2nnnn12)CCCC3 the results were EPAC1 antagonist -9%, PI5P4K alpha inh -7, PLK1 PBD inh -6%, EPAC1 agonist -7%, CCT modulator 0.2, Mm-Cpn inhibitor -1%, EPAC2 antag 5% and WRN inhibitor -35%.
`C[C@@H](NC(=O)c1nc[nH]c1C(=O)N1CCN(C(=O)OC(C)(C)C)CC1)c1ccccc1` gave EPAC1 antagonist -1%, PI5P4K alpha inh -3, PLK1 PBD inh 5%, EPAC1 agonist -3%, CCT modulator -0.1, Mm-Cpn inhibitor -3%, EPAC2 antag 5% and WRN inhibitor 4%.
CCn1cc(S(=O)(=O)c2ccc(OC)cc2)c(=O)c2cc(OC)ccc21 was read as EPAC1 antagonist -3%, PI5P4K alpha inh -1, PLK1 PBD inh -5%, EPAC1 agonist 2%, CCT modulator 0.8, Mm-Cpn inhibitor 0%, EPAC2 antag -4% and WRN inhibitor -5%.

The closing 2 entries of the part before lead into the next.
`C[C@@H](NC(=O)c1nc[nH]c1C(=O)N1CCN(C(=O)OC(C)(C)C)CC1)c1ccccc1` gave EPAC1 antagonist -1%, PI5P4K alpha inh -3, PLK1 PBD inh 5%, EPAC1 agonist -3%, CCT modulator -0.1, Mm-Cpn inhibitor -3%, EPAC2 antag 5% and WRN inhibitor 4%.
CCn1cc(S(=O)(=O)c2ccc(OC)cc2)c(=O)c2cc(OC)ccc21 was read as EPAC1 antagonist -3%, PI5P4K alpha inh -1, PLK1 PBD inh -5%, EPAC1 agonist 2%, CCT modulator 0.8, Mm-Cpn inhibitor 0%, EPAC2 antag -4% and WRN inhibitor -5%.
CC1CCCN(CCOc2cccc(Oc3ccccc3)c2)C1 (stereo not given) was read as EPAC1 antagonist 20%, PI5P4K alpha inh 3, PLK1 PBD inh 5%, EPAC1 agonist -6%, CCT modulator 0.2, Mm-Cpn inhibitor -1%, EPAC2 antag 17% and WRN inhibitor 5%.
Screening CCCCCn1c(=NC(=O)c2cccnc2)c(C#N)cc2c(=O)n3cccc(C)c3nc21 returned EPAC1 antagonist -13%, PI5P4K alpha inh 4, PLK1 PBD inh -11%, EPAC1 agonist -10%, CCT modulator 1.2, EPAC2 antag 0% and WRN inhibitor -19%.
Cc1ccc(NC(=S)NC(=O)C2CCCC2)cc1C was read as EPAC1 antagonist -8%, PI5P4K alpha inh -2, PLK1 PBD inh -18%, EPAC1 agonist 9%, CCT modulator -2.2, Mm-Cpn inhibitor -4%, EPAC2 antag 1% and WRN inhibitor 0%.
Screening COc1ccccc1C(=O)Nc1cccc2cccnc12 returned EPAC1 antagonist -5%, PI5P4K alpha inh 23, PLK1 PBD inh -6%, EPAC1 agonist 6%, CCT modulator -1.2, Mm-Cpn inhibitor 0%, EPAC2 antag 5% and WRN inhibitor 6%.
Screening COc1ccc(/C=C2/SC(=O)N(CC(=O)Nc3cc(C)on3)C2=O)cc1OC returned EPAC1 antagonist -14%, PI5P4K alpha inh -4, PLK1 PBD inh 0%, EPAC1 agonist -6%, CCT modulator -1.6, Mm-Cpn inhibitor -1%, EPAC2 antag 1% and WRN inhibitor -12%.
For O=C(C1=NN(c2ccccc2)C(=O)CC1)N1CCc2ccccc2C1 the results were EPAC1 antagonist 13%, PI5P4K alpha inh 1, PLK1 PBD inh 1%, EPAC1 agonist -5%, CCT modulator -1.6, Mm-Cpn inhibitor -2%, EPAC2 antag 1% and WRN inhibitor 5%.
Screening COc1ccc(C(C)=O)cc1COc1ccc([N+](=O)[O-])c(C)c1 returned EPAC1 antagonist 19%, PI5P4K alpha inh 0, PLK1 PBD inh -14%, EPAC1 agonist 4%, CCT modulator 0.1, Mm-Cpn inhibitor 0%, EPAC2 antag -4% and WRN inhibitor -13%.
For CCC(NC(=O)c1ccccc1Br)c1ccccc1 (stereo not given) the results were EPAC1 antagonist 4%, PI5P4K alpha inh 0, PLK1 PBD inh -1%, EPAC1 agonist 2%, CCT modulator -0.2, Mm-Cpn inhibitor -1%, EPAC2 antag 3% and WRN inhibitor 5%.
Screening O=C(CN(C(=O)CNS(=O)(=O)c1ccc(F)cc1)c1ccccc1)NCc1ccco1 returned EPAC1 antagonist 11%, PI5P4K alpha inh 2, PLK1 PBD inh -5%, EPAC1 agonist -1%, CCT modulator -2.0, Mm-Cpn inhibitor -1%, EPAC2 antag 23% and WRN inhibitor -4%.
`CCCCCCCSc1nnc(-c2ccccc2N)c(=O)[nH]1` gave EPAC1 antagonist 1%, PI5P4K alpha inh -2, PLK1 PBD inh -9%, EPAC1 agonist 2%, CCT modulator -0.5, Mm-Cpn inhibitor -1%, EPAC2 antag 0% and WRN inhibitor -12%.
CN(Cc1ccon1)C(=O)CC1C(=O)NCCN1Cc1ccc(Cl)c(F)c1 (stereo not given) was read as EPAC1 antagonist 12%, PI5P4K alpha inh -1, PLK1 PBD inh -11%, EPAC1 agonist -2%, CCT modulator -4.0, Mm-Cpn inhibitor 1%, EPAC2 antag 18% and WRN inhibitor -29%.
CN1C[C@@H]2C(c3ccc(Cl)nc3)C3(c4ccc(C#N)cc4)CC2(C3)[C@H]1c1ccccc1 (stereo not given in full) was read as EPAC1 antagonist -8%, PI5P4K alpha inh 2, PLK1 PBD inh -2%, EPAC1 agonist -7%, CCT modulator -1.8, Mm-Cpn inhibitor 0%, EPAC2 antag 10% and WRN inhibitor 2%.
Screening Cc1cc(-c2ccc(N3C(=O)CCC3=O)c(C)c2)ccc1N1C(=O)CCC1=O returned EPAC1 antagonist -5%, PI5P4K alpha inh 0, PLK1 PBD inh -7%, EPAC1 agonist 16%, CCT modulator -5.5, Mm-Cpn inhibitor inconclusive, EPAC2 antag 0% and WRN inhibitor -3%.
For C#CC[N+]1(CC#Cc2ccccc2)CCCCC1 the results were EPAC1 antagonist -10%, PI5P4K alpha inh 8, PLK1 PBD inh -2%, EPAC1 agonist -5%, CCT modulator -0.2, Mm-Cpn inhibitor -2%, EPAC2 antag 21% and WRN inhibitor -1%.
For CC(C)=NNc1nc(-c2ccc(N3C(=O)CCC3=O)cc2)cs1 the results were EPAC1 antagonist 0%, PI5P4K alpha inh -27, PLK1 PBD inh inconclusive, EPAC1 agonist 1%, CCT modulator 0.1, Mm-Cpn inhibitor 3%, EPAC2 antag 13% and WRN inhibitor -2%.
For O=C(CSCc1c(Cl)cccc1Cl)NN1C(=O)c2ccccc2C1=O the results were EPAC1 antagonist -6%, PLK1 PBD inh -5%, EPAC1 agonist -6%, CCT modulator -44*, Mm-Cpn inhibitor -1%, EPAC2 antag 9% and WRN inhibitor -1%.
Screening Cc1ccc(N2CCN(C(=O)N3CCOCC3)CC2)c(C)c1 returned EPAC1 antagonist -2%, PI5P4K alpha inh 4, PLK1 PBD inh -4%, EPAC1 agonist -15%, CCT modulator 5.4, Mm-Cpn inhibitor -1%, EPAC2 antag 15% and WRN inhibitor -13%.
